Screening data (PubChem)
Myeloid diff MLP: myeloid differentiation induction | ER-HoxA9 myeloid progenitors, lysozyme-GFP differentiation, flow cytometry | actives 1% (n = 360,000) | AID 624256 | calls only at 10 µM;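 active means normalized GFP-positive differentiation at or above the plate's own cutoff, the solvent-only control mean plus 3 SD; inconclusive means no clear call, values can overlap the other calls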;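 further: cells exposed to compound for four days before flow analysis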
Myeloid diff MLP GFP+ MAC1+ %: second read-out of Myeloid diff MLP, no call of its own (marks repeat the call); GFP+ MAC1+ double positive, %; measured here: differentiation confirmed by MAC1 staining
* marks the source's active call; other numbers are inactive results. The list is partial; count on the stated rates, not on these rows.

For CCN1CCN(c2ccc(NC(=O)c3ccc(OC)c(S(=O)(=O)N4CCCC4)c3)cc2)CC1 the results were Myeloid diff MLP inactive and Myeloid diff MLP GFP+ MAC1+ % 0.3.
Screening O=C(COC(=O)[C@@H]1CCCN1S(=O)(=O)c1ccccc1F)NCc1ccc2c(c1)OCO2 returned Myeloid diff MLP inactive and Myeloid diff MLP GFP+ MAC1+ % 0.9.
For CCN(CC(=O)Nc1ccc(NC(C)=O)cc1)C(=O)c1oc2ccccc2c1C the results were Myeloid diff MLP inactive and Myeloid diff MLP GFP+ MAC1+ % 0.3.
For O=C1c2ccccc2C(=O)N1OCCCN1C(=O)c2ccccc2S1(=O)=O the results were Myeloid diff MLP inconclusive.
`CCCCCC(=O)N1C[C@H](O)[C@@H](n2cc(COC(=O)c3ccccc3)nn2)C[C@@H]1c1ccc(Cl)cc1` gave Myeloid diff MLP inactive and Myeloid diff MLP GFP+ MAC1+ % 0.2.
Screening CC1(c2nnc(-c3ccc(F)cc3)o2)CC(c2cccnc2)=NO1 (configuration not stated) returned Myeloid diff MLP inactive and Myeloid diff MLP GFP+ MAC1+ % 1.7.
For COc1ccccc1NC(=O)c1ccc(NC(=O)C2CC2C)cc1 (configuration not stated) the results were Myeloid diff MLP inactive and Myeloid diff MLP GFP+ MAC1+ % 0.5.
Screening CCc1noc(C)c1C(=O)Nc1ccc(S(=O)(=O)N2CCCCC2)cc1 returned Myeloid diff MLP inactive and Myeloid diff MLP GFP+ MAC1+ % 0.6.
For N#CCCN(C(=O)COC(=O)c1cc(=O)c2ccccc2o1)c1ccccc1 the results were Myeloid diff MLP inactive and Myeloid diff MLP GFP+ MAC1+ % 0.5.
CCN(c1ccccc1)S(=O)(=O)c1ccc(Cl)c(NC(=O)CNC(C)c2ccccc2)c1 (configuration not stated) was read as Myeloid diff MLP inactive and Myeloid diff MLP GFP+ MAC1+ % 0.5.
Screening NS(=O)(=O)c1ccc(CCNS(=O)(=O)c2ccc(Cl)s2)cc1 returned Myeloid diff MLP inactive and Myeloid diff MLP GFP+ MAC1+ % 0.9.
Screening CC1=C(O)C(=O)C(C2=C(O)C(=O)C(C)=C(O)C2=O)=C(O)C1=O returned Myeloid diff MLP inactive and Myeloid diff MLP GFP+ MAC1+ % 4.0.
For Cc1ccc(C)c(S(=O)(=O)Nc2ccc(C(=O)N3CC(C)OC(C)C3)cc2)c1 (configuration not stated) the results were Myeloid diff MLP inactive and Myeloid diff MLP GFP+ MAC1+ % 0.6.
CC(Oc1ccc(F)cc1)C(=O)N(CCC1=CCCCC1)c1c(N)n(Cc2ccccc2)c(=O)[nH]c1=O (configuration not stated) was read as Myeloid diff MLP inactive and Myeloid diff MLP GFP+ MAC1+ % 1.2.
Cc1ccc(C(=O)NC2CC(C)(C)NC(C)(C)C2)cc1S(=O)(=O)N1CCOCC1 was read as Myeloid diff MLP inactive and Myeloid diff MLP GFP+ MAC1+ % 1.5.

The last three entries of the part before are carried over, then new ones follow.
For Cc1ccc(C)c(S(=O)(=O)Nc2ccc(C(=O)N3CC(C)OC(C)C3)cc2)c1 (configuration not stated) the results were Myeloid diff MLP inactive and Myeloid diff MLP GFP+ MAC1+ % 0.6.
CC(Oc1ccc(F)cc1)C(=O)N(CCC1=CCCCC1)c1c(N)n(Cc2ccccc2)c(=O)[nH]c1=O (configuration not stated) was read as Myeloid diff MLP inactive and Myeloid diff MLP GFP+ MAC1+ % 1.2.
Cc1ccc(C(=O)NC2CC(C)(C)NC(C)(C)C2)cc1S(=O)(=O)N1CCOCC1 was read as Myeloid diff MLP inactive and Myeloid diff MLP GFP+ MAC1+ % 1.5.
`COc1ccc(NC(=O)CSc2nnc(C3CC3)n2C)cc1S(=O)(=O)N1CCCCC1` gave Myeloid diff MLP inactive and Myeloid diff MLP GFP+ MAC1+ % 0.5.
Screening O=C1C=C(c2cc(Cl)cc(Cl)c2)C[C@@H](c2ccc3c(c2)OCO3)C1 returned Myeloid diff MLP inactive and Myeloid diff MLP GFP+ MAC1+ % 1.7.
Screening COc1cc(Br)cc(/C=N/NC(=O)Cc2ccccc2)c1O returned Myeloid diff MLP inactive and Myeloid diff MLP GFP+ MAC1+ % 0.6.
`Cc1cc(C)cc(NC(=O)COC(=O)c2ccc3c(c2)OCCO3)c1` gave Myeloid diff MLP inactive and Myeloid diff MLP GFP+ MAC1+ % 1.1.
Screening NC(=S)NN=Cc1nccc2c(N)cccc12 returned Myeloid diff MLP inconclusive.
`COc1ccc(-c2nc(SCC(=O)Nc3cccc(S(N)(=O)=O)c3)n[nH]2)cc1` gave Myeloid diff MLP inactive and Myeloid diff MLP GFP+ MAC1+ % 0.5.
`O=C(COC(=O)c1ccc(Cl)nc1)Nc1cccnc1Cl` gave Myeloid diff MLP inactive and Myeloid diff MLP GFP+ MAC1+ % 0.8.
For CC(=O)Nc1ccc(CNc2nc(NCC3CC3)nc3ccsc23)cc1 the results were Myeloid diff MLP inactive and Myeloid diff MLP GFP+ MAC1+ % 0.6.
Screening Cc1ccc(S(=O)(=O)N2[C@H](c3ccc(Cl)cc3)CC(=O)[C@@H]3CN(S(=O)(=O)c4ccccc4C)[C@H](c4ccc(Cl)cc4)C[C@@H]32)cc1 returned Myeloid diff MLP inconclusive.
For O=C(CSc1ccc(Br)cc1)Nc1cccc(S(=O)(=O)N2CCOCC2)c1 the results were Myeloid diff MLP inactive and Myeloid diff MLP GFP+ MAC1+ % 0.9.
`COc1ccccc1CCC(=O)N1CCN(S(=O)(=O)c2cc(C(F)(F)F)ccc2Cl)CC1` gave Myeloid diff MLP inactive and Myeloid diff MLP GFP+ MAC1+ % 0.6.
`CSCCC(C(=O)Nc1c(C)cccc1C)n1c(-c2ccc(C(F)(F)F)cc2)nc2ccccc21` (configuration not stated) gave Myeloid diff MLP inactive and Myeloid diff MLP GFP+ MAC1+ % 5.7.
For CC(C)(C)OC(=O)C[C@@H]1C/C=C\C[C@@H](CC(=O)N[C@H](CO)Cc2ccccc2)C(=O)NC[C@@H](c2ccccc2)OC1=O the results were Myeloid diff MLP inactive and Myeloid diff MLP GFP+ MAC1+ % 1.1.
Screening Cc1ccc(NC(=O)CCCN2C(=O)C(c3ccccc3)Oc3cccnc32)c(C)c1 (configuration not stated) returned Myeloid diff MLP inactive and Myeloid diff MLP GFP+ MAC1+ % 0.6.
Screening CCOC(=O)C1(C)CCCCCN1C(=O)c1ccc(OC)c(C(F)(F)F)c1 (configuration not stated) returned Myeloid diff MLP inactive and Myeloid diff MLP GFP+ MAC1+ % 1.3.
S=C(Nc1cccc2ccccc12)NN1CCCCCC1 was read as Myeloid diff MLP inactive and Myeloid diff MLP GFP+ MAC1+ % 1.6.
O=C1COc2ccc(C(=O)COC(=O)c3ccc(F)cc3Cl)cc2N1 was read as Myeloid diff MLP inactive and Myeloid diff MLP GFP+ MAC1+ % 1.0.
For O=C(CCC1CCCCC1)Nc1cc(C(F)(F)F)ccc1N1CCOCC1 the results were Myeloid diff MLP inactive and Myeloid diff MLP GFP+ MAC1+ % 1.1.
`COC(=O)c1ccc(CNC(=O)COC(=O)/C=C/c2cc(OC)c(OC)c(OC)c2)cc1` gave Myeloid diff MLP inactive and Myeloid diff MLP GFP+ MAC1+ % 0.9.
For O=C(OCC(=O)N1CCN(C(=O)c2ccco2)CC1)c1ccc(Cl)cc1 the results were Myeloid diff MLP inactive and Myeloid diff MLP GFP+ MAC1+ % 0.9.
Screening O=C(COC(=O)c1ccccc1F)Nc1ccc2c(c1)OCCO2 returned Myeloid diff MLP inactive and Myeloid diff MLP GFP+ MAC1+ % 0.5.
`CCC1CCC2(CC1)NC(=O)N(CC(=O)NCc1ccccc1Cl)C2=O` (configuration not stated) gave Myeloid diff MLP inactive and Myeloid diff MLP GFP+ MAC1+ % 1.0.
COc1cc(N)ccc1Nc1c2ccccc2nc2ccccc12 was read as Myeloid diff MLP inconclusive.
`CC1Sc2ccc(C(=O)OCc3ccccc3Cl)cc2NC1=O` (configuration not stated) gave Myeloid diff MLP inactive and Myeloid diff MLP GFP+ MAC1+ % 1.0.
For Cc1ccc(C)c(NC(=O)COC(=O)c2ccc3c(c2)OCCO3)c1 the results were Myeloid diff MLP inactive and Myeloid diff MLP GFP+ MAC1+ % 0.8.
Screening CN(C)C(CNC(=O)c1cccc(S(=O)(=O)N2CCN(c3ccc(F)cc3)CC2)c1)c1ccccc1 (configuration not stated) returned Myeloid diff MLP inactive and Myeloid diff MLP GFP+ MAC1+ % 1.0.
`Cc1c(Cl)cccc1NC(=O)CSc1nnnn1C` gave Myeloid diff MLP inactive and Myeloid diff MLP GFP+ MAC1+ % 0.7.
Cc1ccc(S(=O)(=O)NCCC(=O)NCC(=O)Nc2c(C)cccc2C)cc1C was read as Myeloid diff MLP inactive and Myeloid diff MLP GFP+ MAC1+ % 1.3.
`COc1ccccc1OCCCN1CCC(C(O)(c2ccccc2)c2ccccc2)CC1` gave Myeloid diff MLP inactive and Myeloid diff MLP GFP+ MAC1+ % 1.1.
COc1ccc(CNC(=O)[C@@H]2CC=C[C@@H]3CCN(C4CC4)C(=O)[C@@H]32)cc1 was read as Myeloid diff MLP inactive and Myeloid diff MLP GFP+ MAC1+ % 0.8.
For CN(CC(=O)Nc1cccc(F)c1)C(=O)c1ccc2c(c1)NC(=O)CS2 the results were Myeloid diff MLP inactive and Myeloid diff MLP GFP+ MAC1+ % 0.6.
CC(C)COc1cccc(C(=O)N(C)CC(=O)Nc2cccc3ccccc23)c1 was read as Myeloid diff MLP inactive and Myeloid diff MLP GFP+ MAC1+ % 0.5.
CCCCC(CC)C(=O)Nc1cc(C(=O)NCCC)ccc1N1CCC2(CC1)CC(c1cccc(Br)c1)=NO2 (configuration not stated) was read as Myeloid diff MLP inactive and Myeloid diff MLP GFP+ MAC1+ % 0.4.
`CN(C)c1ccc(C(=O)NCC(c2cccs2)N2CCOCC2)cc1[N+](=O)[O-]` (configuration not stated) gave Myeloid diff MLP inactive and Myeloid diff MLP GFP+ MAC1+ % 0.4.
`Cc1nnc(SCC(=O)Nc2ccc(N3CCOCC3)cc2)n1Cc1ccccc1` gave Myeloid diff MLP inactive and Myeloid diff MLP GFP+ MAC1+ % 1.2.
CCCCCCSc1ccc([C@@H]2[C@@H]3C(=O)N(CC)C(=O)[C@@H]3[C@]3(C(=O)OC)CCCCN23)cc1OC was read as Myeloid diff MLP inactive and Myeloid diff MLP GFP+ MAC1+ % 0.9.
`NS(=O)(=O)c1ccc(CCNC(=O)c2ccc3nccnc3c2)cc1` gave Myeloid diff MLP inactive and Myeloid diff MLP GFP+ MAC1+ % 0.8.
For O=C(COC(=O)c1ccc(F)c(S(=O)(=O)N2CCOCC2)c1)NCCc1ccc(F)cc1 the results were Myeloid diff MLP inactive and Myeloid diff MLP GFP+ MAC1+ % 1.1.
Screening CCCCn1c(N)c(N(C(=O)CSc2nnnn2-c2ccccc2)C2CCCC2)c(=O)[nH]c1=O returned Myeloid diff MLP inactive and Myeloid diff MLP GFP+ MAC1+ % 0.1.
`CC1CCC(NC(=O)c2[nH]c(C(F)(F)F)nc2-c2ccccc2)CC1` (configuration not stated) gave Myeloid diff MLP inactive and Myeloid diff MLP GFP+ MAC1+ % 2.3.
For CCOC(=O)C1CCCN(C(=O)CN2C(=O)NC(C)(c3ccc4ccccc4c3)C2=O)C1 (configuration not stated) the results were Myeloid diff MLP inactive and Myeloid diff MLP GFP+ MAC1+ % 1.0.
Screening COc1ccc(C(=O)N2CCN(S(=O)(=O)c3ccc4c(c3)OCCO4)CC2)cc1OC returned Myeloid diff MLP inactive and Myeloid diff MLP GFP+ MAC1+ % 0.5.
CCc1noc(C)c1C(=O)NNC(=O)c1cc(OC)cc(OC)c1 was read as Myeloid diff MLP inactive and Myeloid diff MLP GFP+ MAC1+ % 0.4.
`CCc1nc2c(OCCC3CCCCC3)cccn2c1N(C)C(=O)c1ccc(C)cc1` gave Myeloid diff MLP inactive and Myeloid diff MLP GFP+ MAC1+ % 1.0.
COC(=O)C=CSC(=S)C1CCCC1=N (configuration not stated) was read as Myeloid diff MLP inactive and Myeloid diff MLP GFP+ MAC1+ % 0.4.

Compounds from the list above that contain a furan ring, fused or not (two):
For CCN(CC(=O)Nc1ccc(NC(C)=O)cc1)C(=O)c1oc2ccccc2c1C the results were Myeloid diff MLP inactive and Myeloid diff MLP GFP+ MAC1+ % 0.3.
For O=C(OCC(=O)N1CCN(C(=O)c2ccco2)CC1)c1ccc(Cl)cc1 the results were Myeloid diff MLP inactive and Myeloid diff MLP GFP+ MAC1+ % 0.9.

Quoted at random: 2 records from the list
CCCCC(CC)C(=O)Nc1cc(C(=O)NCCC)ccc1N1CCC2(CC1)CC(c1cccc(Br)c1)=NO2 (configuration not stated) was read as Myeloid diff MLP inactive and Myeloid diff MLP GFP+ MAC1+ % 0.4.
`CN(C)c1ccc(C(=O)NCC(c2cccs2)N2CCOCC2)cc1[N+](=O)[O-]` (configuration not stated) gave Myeloid diff MLP inactive and Myeloid diff MLP GFP+ MAC1+ % 0.4.

Additional entries.
`CCOC(=O)C1=C[C@@H](C(C)(C)C)N(S(=O)(=O)c2ccc(C)cc2)[C@H]1c1ccc(OC)cc1` gave Myeloid diff MLP inactive and Myeloid diff MLP GFP+ MAC1+ % 1.0.
Screening O=C(Cn1c(=O)cnc2ccccc21)N1CCN(S(=O)(=O)c2ccccc2Br)CC1 returned Myeloid diff MLP inactive and Myeloid diff MLP GFP+ MAC1+ % 0.6.
Screening c1ccc(CNCCCn2cnc3c(OCc4ccccc4)ncnc32)cc1 returned Myeloid diff MLP inactive and Myeloid diff MLP GFP+ MAC1+ % 1.3.
Screening CC(OC(=O)c1ccccc1)C(=O)NCc1ccco1 (configuration not stated) returned Myeloid diff MLP inactive and Myeloid diff MLP GFP+ MAC1+ % 1.1.
COc1ccccc1-n1c(SCC(=O)N(C)C)nnc1-c1ccco1 was read as Myeloid diff MLP inactive and Myeloid diff MLP GFP+ MAC1+ % 0.4.
OC(CCc1ccncc1)COc1ccccc1 (configuration not stated) was read as Myeloid diff MLP inactive and Myeloid diff MLP GFP+ MAC1+ % 0.8.
Screening O=C(COC(=O)c1cccs1)Nc1cccc(S(=O)(=O)N2CCCCC2)c1 returned Myeloid diff MLP inactive and Myeloid diff MLP GFP+ MAC1+ % 1.8.
Screening O=C(CNC(=O)c1ccccc1F)Nc1ccc2c(c1)CCC2 returned Myeloid diff MLP inactive and Myeloid diff MLP GFP+ MAC1+ % 0.3.
